PriA SSB inh: K. pneumoniae PriA-SSBct interaction inhibition | AlphaScreen SSBct-PriA binding, biotinylated peptide | AID 1272365 | inhibition, % at 33 µM | 0.6% of 430,000 active; in the data active means inhibition mostly above about 37%, no sharp cut-off; inactive means mostly below about 20%;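 further: plate controls were negative control peptide for no effect and reference peptide for full effect; strong numbers were not always called active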
Starred values were filed as active, the others as inactive; & = joins results of further samples. These rows are one share of the data; rates above refer to the full screens.

Start of the data: the first 15 compounds (preview)
mol	PriA SSB inh
COc1ccc(S(=O)(=O)CCCC(=O)Nc2nnc(-c3ccc(Br)s3)o2)cc1	8&13
CCCN1CCCc2cc(CCNC(=O)C(=O)Nc3ccccc3F)ccc21	43
COc1ccc(NC2CC(=O)N(c3ccc(I)cc3C)C2=O)cc1 (stereo not drawn)	22
O=C(c1ccc2c(c1)OCO2)N(Cc1ccsc1)Cc1ccccn1	-10
O=C(NCc1cnn2c1CCCC2)c1ccno1	-14
CC(=NNC(=S)Nc1cc(S(=O)(=O)N2CCOCC2)ccc1Cl)c1ccccc1F	15
CCOC(=O)N1CCN(S(=O)(=O)c2ccc(C(=O)N(CCN(C)C)c3nc4c(OC)ccc(C)c4s3)cc2)CC1	8
COC(=O)NN=C(C)c1ccc(Br)cc1	-24
Cn1nnc2c(N3CC(C(=O)N4CCN(c5ccc(Cl)c(Cl)c5)CC4)C3)ncnc21	-11
O=C(c1ccccc1F)N1CCN(c2nc3ccc(OC(F)(F)F)cc3s2)CC1	3
COc1ccc(-c2noc(-c3c(SC)nn(CC(=O)Nc4ccc(C)c(F)c4)c3N)n2)cc1	5
O=C(NN=Cc1cc(Br)ccc1OC(=O)c1ccc(Br)cc1)c1ccncc1	0
CCCCCCC1CC(C)(C(C)=NNC(N)=O)OC1=O (stereo not drawn)	-11
O=C(c1cccc(Oc2ccccn2)c1)N1CC(N2C(=O)CCC2=O)C1	-6
O=C(Nc1cccc(N2CCCC2=O)c1)c1ccccc1Br	-10&9

The list itself, from the first entry:
mol	PriA SSB inh
COc1ccc(S(=O)(=O)CCCC(=O)Nc2nnc(-c3ccc(Br)s3)o2)cc1	8&13
CCCN1CCCc2cc(CCNC(=O)C(=O)Nc3ccccc3F)ccc21	43
COc1ccc(NC2CC(=O)N(c3ccc(I)cc3C)C2=O)cc1 (stereo not drawn)	22
O=C(c1ccc2c(c1)OCO2)N(Cc1ccsc1)Cc1ccccn1	-10
O=C(NCc1cnn2c1CCCC2)c1ccno1	-14
CC(=NNC(=S)Nc1cc(S(=O)(=O)N2CCOCC2)ccc1Cl)c1ccccc1F	15
CCOC(=O)N1CCN(S(=O)(=O)c2ccc(C(=O)N(CCN(C)C)c3nc4c(OC)ccc(C)c4s3)cc2)CC1	8
COC(=O)NN=C(C)c1ccc(Br)cc1	-24
Cn1nnc2c(N3CC(C(=O)N4CCN(c5ccc(Cl)c(Cl)c5)CC4)C3)ncnc21	-11
O=C(c1ccccc1F)N1CCN(c2nc3ccc(OC(F)(F)F)cc3s2)CC1	3

2 successive records from above, quoted:
mol	PriA SSB inh
Cn1nnc2c(N3CC(C(=O)N4CCN(c5ccc(Cl)c(Cl)c5)CC4)C3)ncnc21	-11
O=C(c1ccccc1F)N1CCN(c2nc3ccc(OC(F)(F)F)cc3s2)CC1	3

Carrying on:
mol	PriA SSB inh
COc1ccc(-c2noc(-c3c(SC)nn(CC(=O)Nc4ccc(C)c(F)c4)c3N)n2)cc1	5
O=C(NN=Cc1cc(Br)ccc1OC(=O)c1ccc(Br)cc1)c1ccncc1	0
CCCCCCC1CC(C)(C(C)=NNC(N)=O)OC1=O (stereo not drawn)	-11
O=C(c1cccc(Oc2ccccn2)c1)N1CC(N2C(=O)CCC2=O)C1	-6
O=C(Nc1cccc(N2CCCC2=O)c1)c1ccccc1Br	-10&9
O=C(O)COc1ccccc1C=NNc1ccc(S(=O)(=O)Nc2ccc(Cl)cc2)cc1[N+](=O)[O-]	37
CCC(=O)NCCOc1ccc2nnc(-c3ccc(OC)cc3)n2n1	-21
Cc1noc(NS(=O)(=O)c2ccc(NC(=O)c3cc4n(n3)CCCO4)cc2)c1C	-4
Cc1nc(SCc2ccc(F)cc2)[nH]c(=O)c1CC(=O)Nc1cccnc1	-5
COc1cccc(C(=O)Nc2nc(-c3ccc([N+](=O)[O-])cc3)cs2)c1	-9
O=C(ON=Cc1ccc(N2CCCCC2)c([N+](=O)[O-])c1)c1cccc(C(F)(F)F)c1	-1
COc1cccc([C@H](CNC(=O)NCc2ccc(F)cc2)OC)c1	-4
Cc1ccc(C(=O)O)cc1N1C(=O)/C(=C\c2ccc(-c3ccc([N+](=O)[O-])cc3)o2)SC1=S	-5
CCOc1ccc(-c2ccc(=O)n(CCCC(=O)Nc3nc4ccc(C)cc4s3)n2)cc1	-14&-3
Cc1cc(NC(=O)c2cc3n(n2)CCCO3)sn1	-3
Cc1cc(N2C(=O)c3ccccc3C2=O)no1	-9&-7
CCOC(=O)c1oc2ccccc2c1NC(=O)c1cccc(C(F)(F)F)c1	-20
Cc1cccc(S(=O)(=O)Nc2ccc3c(c2)CC(=O)N3C)c1	11
Nc1ccc2c(c1)N(C(=O)c1cccs1)CC2	23
O=S(=O)(c1ccccc1F)N1CCN(c2ccc3nnc(-c4ccco4)n3n2)CC1	1
O=C(O)c1ccc(C2SCCN2C(=O)CCc2ccccc2)cc1 (stereo not drawn)	-3
Cc1ccc(NC(=O)CCCn2nc(-c3cccs3)ccc2=O)cc1C	-2
COc1ccc(N2CCN(c3ncnc4c3cnn4-c3cccc(C)c3)CC2)cc1	3
COc1cc(C=Nn2c(COc3ccccc3)n[nH]c2=S)cc(Br)c1O	15
O=C(Oc1ccccc1N(C(=O)c1ccccc1)S(=O)(=O)c1cccc([N+](=O)[O-])c1)c1ccccc1	12
CC(=NNC(=O)c1n[nH]c2c1CCC2)c1ccco1	-7
CCOC(=O)CNC(c1ccccc1)c1cc(Br)ccc1N (stereo not drawn)	10
Cc1ccc(NC(=O)CSc2ncc(CO)n2CC(N)=O)cc1Cl	-8
Cc1cc(F)ccc1S(=O)(=O)NCC(c1ccco1)N1CCc2ccccc21 (stereo not drawn)	-10
CS(=O)(=O)Nc1ccc2c(c1)N(C(=O)C1CCCC1)CC2	0
CCCCc1nnc(-c2cc3ccccc3n2Cc2ccc(C(=O)OC)o2)o1	-11
COc1cccc(-c2csc(-n3nc(C)cc3NC(=O)Cc3ccc(F)cc3)n2)c1	2
COc1ccc(-c2csc3ncnc(Oc4ccc(C(C)(C)C)cc4)c23)cc1	-6
CN(CC(=O)N1CCC(Oc2ccc(Cl)cn2)CC1)S(C)(=O)=O	-18
CCCOc1ccc(C=NNC(=O)c2nnn(-c3nonc3N)c2-c2cccs2)cc1OC	4
CCc1ccc(S(=O)(=O)c2cnc(N3CCC(NC(=O)OC(C)(C)C)CC3)nc2N)cc1	-8
O=C(NCCNc1cc(-n2cccc2)ncn1)C(c1ccccc1)c1ccccc1	26
O=S(=O)(CCCOc1ccc(F)cc1)NCc1ccncc1	-20&-18
CCOc1ccc(NC(=O)CCn2cnc3c(cnn3-c3ccc(F)cc3)c2=O)cc1	-2
Cc1noc(C)c1CC(=O)NCC(O)(c1ccccc1)C1CC1 (stereo not drawn)	-2
COC(=O)c1ccc(NC(=O)c2cn(C)c3c(=O)n(-c4ccccc4)c(=O)[nH]c23)cc1	-14
N#Cc1nccnc1OC1CCN(S(=O)(=O)c2ccc(F)cc2)C1 (stereo not drawn)	-10
CCOC(=O)C1=C(C)N(c2ccccc2)C(=O)NC1c1ccccc1Cl (stereo not drawn)	6
CCn1nc(C(=O)Nc2ccc(Cl)cc2C(=O)c2ccccc2Cl)cc1C	-13
Cc1ccccc1CSc1ccc(NC(=O)c2ccco2)nn1	-16
Cc1cc(C)c(N(CC(O)CNCC(=O)O)S(C)(=O)=O)c(C)c1 (stereo not drawn)	1
CC(C)n1c(=O)oc2ccc(Cl)cc21	-3
CC[C@@H](C(=O)Nc1cnc(OC)nc1)c1ccccc1	-8
CCC(CO)NCC(O)Cn1c2ccccc2c2ccccc21 (stereo not drawn)	-2
COc1ccc(-c2cnc(SCC(=O)N3CCN(c4ccccc4)CC3)n2C)cc1	0

Continued.
mol	PriA SSB inh
COc1ccc(Cl)cc1C(=O)N1CCC(S(=O)(=O)c2nncn2C)CC1	-16
O=C1CC(C(=O)N(CC2CCCO2)c2nc3c(F)cccc3s2)CN1c1ccccc1 (stereo not drawn)	2
COC(=O)/C=C1/SC(=NNC(=O)c2ccccc2OC)NC1=O	9
Cc1ccsc1C=NNC(=O)c1ccco1	-3
Cc1ccc(C)c(Cn2cc(SCC(=O)Nc3nnc(C)s3)c3ccccc32)c1	-5
CC(=NN1CCN(c2ccccc2)CC1)c1cccs1	-3
COc1cc(C=NNC(=O)NC23CC4CC(CC(C4)C2)C3)ccc1OCC(N)=O	10
CCOc1ccc(-c2noc(CSc3nc4ccsc4c(=O)n3CC(C)C)n2)cc1	1
O=C(c1ccc(C(F)(F)F)cc1)N(Cc1ccco1)C1CCOCC1	-8
CCOCC(=O)NCC(C)(O)c1cccs1 (stereo not drawn)	-12
COCCn1c(Cc2cccn2C)nnc1SCC(=O)Nc1ccc(Cl)c(Cl)c1	-6
COc1ccc(C=NNC(=O)c2ccc(Cn3cc(Br)c([N+](=O)[O-])n3)o2)c(OC)c1C	-18
O=C(O)C1CN(c2nc3c(C(F)(F)F)cccc3s2)C1	-13
C=CCSc1nc2ccccc2n1C(=O)/C=C/c1ccc(F)cc1	6
COC(=O)c1ccc(C)c(-n2c(N)c(C(=O)Nc3ccccc3C)sc2=S)c1	39*
O=C(Nc1ccc(C(F)(F)F)cc1)c1ccc(N2CCCCS2(=O)=O)cc1	-9
O=C(CSc1ncc(S(=O)(=O)c2ccc(Br)cc2)c(=O)[nH]1)Nc1ccc2c(c1)OCCO2	-8
CCS(=O)(=O)c1ccc(-c2ccc(NS(=O)(=O)c3ccc4c(c3)CCCC4)cc2)nn1	14
COc1cc(C=NNC(=S)Nc2cccnc2)cc(OC)c1OC	-14
Cc1cccc(NC(=O)N2CCN(c3ccc4nncn4n3)CC2)c1C	-1
CCOC(=O)c1c(NC(=O)CSc2nnc(-c3ccncc3)n2-c2ccccc2)sc2c1CCCC2	0
NC(=NOC(=O)COc1ccc(Cl)cc1Br)c1ccncc1	-16
COc1cccc2cc(C(=O)NCCC(O)c3cc(C)oc3C)oc12 (stereo not drawn)	-19
Cc1ccc(Oc2cccc(C(=O)Nc3cnc(-n4nc(C)c(C)c4C)nc3)c2)nn1	-7
COc1ccc2nc(-c3ccc(C)c(NC(=O)c4ccccc4C(F)(F)F)c3)cn2n1	1&4
CNC(=O)CS(=O)(=O)C1CCN(S(=O)(=O)C2CC2)CC1	-8
COc1cc(C(C)=O)ccc1OCC(O)CNc1ccc(C)cc1 (stereo not drawn)	-12
Cc1ccc(-n2c(O)c(C=NNC(=O)c3ccncc3)c(=O)[nH]c2=O)cc1C	2
COC(=O)c1sc2ccccc2c1NC(=O)c1ccccc1F	-19
CC(/C=C/c1ccccc1)=NNc1nc(-c2ccccc2)cs1	-22
O=C(c1ccc(N2CCCC2)nn1)N1CCN(c2ccc(F)c(Cl)c2)CC1	-13
NC(=NOCc1ccc([N+](=O)[O-])cc1)c1ccccn1	9
CN(C(=O)N1CCN(C(c2ccccc2)c2ccccc2)CC1)c1ccccc1	6
Cc1cc(NC(=O)CCCc2ccccc2)n(-c2nc3c(cnn3-c3ccc(C)c(C)c3)c(=O)[nH]2)n1	8
O=C(CSc1nnc(SCc2ccccc2)s1)NN=C/C=C\c1ccco1	-5
CS(=O)(=O)c1ccc2nc(N(Cc3ccccc3)C(=O)CCSc3ccccc3)sc2c1	3
COc1ccc(-c2c(NC(=O)c3cccs3)n(-c3ccc(C)cc3)nc(C)c2=O)cc1	-17
Cc1ccc([N+](=O)[O-])cc1S(=O)(=O)NCCOC12CC3CC(CC(C3)C1)C2	13
O=C(CCc1ccccc1)NN=CC1CC=CCC1 (stereo not drawn)	8
COc1cccc(Cn2cnc3c(-c4cccc(Cl)c4)csc3c2=O)c1	-10
Cc1noc(C2CCCN2C(=O)c2ccc3ccccc3n2)n1 (stereo not drawn)	-29
O=C(Nc1nc2ccc(S(=O)(=O)N3CCOCC3)cc2s1)C(c1ccccc1)c1ccccc1	-2
CCOC(=O)c1c(NC(=O)c2ccc(C#N)cc2)sc2c1CCCC2	-8
Cc1cc(C)c2nc(NN)sc2c1	19
COc1ccc(Cc2nnc3sc(/C=C/c4ccco4)nn23)cc1	-3
CC(C)C(=O)Nc1ccc(SCC(=O)Nc2ccccc2F)nn1	-4
CCCC(=O)Nc1ccc(-c2nc3ccccc3[nH]2)cc1	-11
Nc1cc(C(F)(F)F)ncn1	-27&4
CC(=NNc1nnc(-c2ccccc2)c(-c2ccccc2)n1)c1cccc([N+](=O)[O-])c1	-10
CCOC(=O)C1CCN(C[C@H](O)COc2ccc(C)cc2C)CC1	-18

Next records:
mol	PriA SSB inh
COc1ccc(OCCC(=O)N2CCC(Cc3ccccc3)CC2)cc1	1
COC(=O)N1CCc2ccc(NC(=O)NCc3cccs3)cc2C1	4
C=CCc1ccccc1OCCOc1ccc([N+](=O)[O-])cc1C=NNC(N)=O	-8
Cn1cc(C=NNC(N)=S)c2ccccc21	-3
COCCN1CCC(CNS(=O)(=O)c2ccc(OC)c(F)c2)CC1	-8
Cc1ccc(NC(=O)CSc2ncc(S(=O)(=O)c3cccs3)c(N)n2)cc1Cl	-11
O=C(CSc1nc(-c2ccccc2)c2ccccc2n1)NCCc1ccccc1	-8
CC(=O)Nc1ccc(OS(=O)(=O)N(C)C)cc1	1
C(=NNc1nc(N2CCOCC2)nc(N2CCOCC2)n1)c1cccnc1	-9
O=c1nc(SCc2ccc(C(F)(F)F)cc2)c2c([nH]1)CCC2	-9
O=C(c1ccc(OC(F)(F)F)cc1)N1CCC(COCc2ccc(Cl)cc2)CC1	-9
O=C(c1cc(-n2ccnc2)ccn1)N1CCCc2ccccc21	10
O=S(=O)(NCCn1ccn2nccc12)c1cccnc1	1
CC1CC(=NNC(=S)NC(C)C)CC(C)(C)C1 (stereo not drawn)	2
